KCNQ2 inh – KCNQ2 potassium channel inhibitors, primary screen, cell-based, CHO-K1, FluxOR thallium flux, B-score (AID 2156); O88943; 20 min; stronger effect = lower value; B-score at 10 µM; actives 1.1% (n = 310,000);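 active = fluorescence ratio B-score at most minus 3 library SDs, with starting brightness B-score within 2 library SDs, cut at about -5.5 in these data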
Target sequence (O88943 whole entry, looked up): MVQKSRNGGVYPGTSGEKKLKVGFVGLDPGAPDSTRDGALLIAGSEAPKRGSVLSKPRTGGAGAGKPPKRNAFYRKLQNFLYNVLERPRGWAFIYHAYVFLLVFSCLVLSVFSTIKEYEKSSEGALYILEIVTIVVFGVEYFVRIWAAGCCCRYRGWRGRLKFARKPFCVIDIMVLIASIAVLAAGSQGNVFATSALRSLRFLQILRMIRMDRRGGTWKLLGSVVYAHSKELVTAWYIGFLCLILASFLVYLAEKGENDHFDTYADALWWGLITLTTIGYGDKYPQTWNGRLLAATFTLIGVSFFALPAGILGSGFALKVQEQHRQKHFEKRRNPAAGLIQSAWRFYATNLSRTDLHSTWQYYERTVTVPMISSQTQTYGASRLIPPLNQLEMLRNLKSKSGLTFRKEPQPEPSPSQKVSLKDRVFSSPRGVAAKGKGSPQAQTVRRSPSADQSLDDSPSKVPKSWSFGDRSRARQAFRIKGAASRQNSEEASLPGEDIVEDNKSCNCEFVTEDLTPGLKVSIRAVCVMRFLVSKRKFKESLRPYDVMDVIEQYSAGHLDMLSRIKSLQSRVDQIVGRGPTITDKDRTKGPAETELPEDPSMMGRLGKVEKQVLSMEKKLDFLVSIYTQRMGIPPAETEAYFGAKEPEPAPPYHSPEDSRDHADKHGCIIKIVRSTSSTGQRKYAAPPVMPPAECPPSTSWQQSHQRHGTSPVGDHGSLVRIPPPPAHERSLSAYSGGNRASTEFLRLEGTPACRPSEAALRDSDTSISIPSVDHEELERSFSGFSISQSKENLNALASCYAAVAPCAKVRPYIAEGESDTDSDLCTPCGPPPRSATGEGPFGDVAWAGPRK
Kir21 block – blocks the mouse Kir2.1 inward-rectifier potassium channel. actives 0.85% (n = 310,000). AID 1672. B-score at 10 µM. HEK293-Kir2.1, FluxOR thallium flux fluorescence; stronger effect = lower value. P35561;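 active = fluorescence ratio B-score at or below minus 3 SD of library scores, with starting-brightness B-score within 2 SD, cut at about -4.2 in these data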;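 also: channel flux triggered by added potassium and thallium sulfate stimulus; B-score of peak minus minimum fluorescence over baseline after thallium stimulus; more negative B-score means stronger Kir2.1 block with less thallium influx; some compounds called inactive have numbers as strong as hits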
Numbers without * were called inactive; i = inactive.

KCNQ2 inh | Kir21 block | canonical_smiles
i | 1.21 | COc1ccc(S(=O)(=O)N2CCOC23CCN(S(=O)(=O)c2ccc(Cl)cc2)CC3)cc1
i | -1.79 | CC(C)COc1ccc(-c2nn(-c3ccccc3)cc2CO)cc1
i | 0.42 | O=C(ON=C1CCN(S(=O)(=O)c2ccccc2)CC1)c1cccc(Cl)c1
i | -0.79 | CCOc1ccc(C(=O)/C=C/c2ccc(SC)cc2)cc1
i | -1.89 | CCc1cccc(C)c1NC(=O)CN1C(=O)NC(Cc2ccccc2)C1=O (stereo unspecified)
i | -1.06 | Cc1c(Cl)cccc1NC(=S)NN
i | 2.59 | Cc1cccc(NC(=O)CN2C(=O)N/C(=C\c3ccccc3OCc3ccc(C(=O)O)cc3)C2=O)c1
i | 1.64 | O=C(NNC(=S)NCc1ccc(Cl)cc1)c1ccc(Br)o1
i | -0.52 | CCOc1ccc(N2CC(O)(c3ccc(F)cc3)[N+]3=C2CCCC3)cc1 (stereo unspecified)
i | -0.88 | COC(=O)c1cccc(NC(=S)NCc2ccc(Cl)cc2)c1
i | -1.24 | Cc1ccc(CNC(=O)CSCC(=O)O)cc1
i | -0.12 | COc1ccccc1CNC(=O)COC(=O)/C=C/c1ccc(OC(F)F)c(OC)c1
i | 0.53 | CCN(CC)c1ccc(C(=O)OCC(=O)N(C)Cc2ccccc2)cc1
i | 0.83 | CCOC(=O)c1ccc(Oc2nc(NC)nc(OC)n2)cc1
i | -0.01 | COc1ccc(C2Nc3ccccc3C(=O)N2c2ccc(F)cc2)cc1CSc1ccccn1 (stereo unspecified)

Reprinted at random: 3 records from the list, in no set order.
KCNQ2 inh | Kir21 block | canonical_smiles
i | -1.24 | Cc1ccc(CNC(=O)CSCC(=O)O)cc1
i | 0.53 | CCN(CC)c1ccc(C(=O)OCC(=O)N(C)Cc2ccccc2)cc1
i | -0.12 | COc1ccccc1CNC(=O)COC(=O)/C=C/c1ccc(OC(F)F)c(OC)c1

Next part.
KCNQ2 inh | Kir21 block | canonical_smiles
i | -1.29 | CNC(=O)C1Cc2ccccc2CN1S(=O)(=O)c1ccc(OC)c(OC)c1 (stereo unspecified)
i | -1.47 | Cc1cccc(-n2c(CCN3C(=O)c4ccccc4C3=O)nc3ccccc3c2=O)n1
i | -0.33 | O=C(O)c1cccc(S(=O)(=O)NCC2CCCO2)c1 (stereo unspecified)
i | -1.27 | COc1ccc(-c2csc(NC(=O)CN3C(=O)CCC3=O)n2)cc1
i | -1.38 | COC(=O)c1ccc(C(C(=O)NC2CCCCC2)N(CCc2ccccc2)C(=O)Cc2cccs2)cc1 (stereo unspecified)
i | -0.83 | O=C(Cn1cnc2ccccc2c1=O)OCCCCN1C(=O)c2ccccc2C1=O
i | 0.84 | COc1cc([N+](=O)[O-])ccc1NC(=S)Nc1cccc(C(=O)O)c1
i | 0.78 | COc1ccc(OC)c(/C=N/N2CCN(c3ccc(Cl)cc3)CC2)c1
i | -1.67 | Cc1ccc(-c2cc(C(=O)N3CCCC(C(F)(F)F)C3)c3ccccc3n2)o1 (stereo unspecified)
i | 0.09 | c1cncc(C(c2nnnn2C2CCCCC2)N2CCCCC2)c1 (stereo unspecified)
i | -0.01 | Cc1cccc(NC(=O)c2cc(-c3cc(Cl)ccc3O)n[nH]2)c1
i | -0.79 | O=C1CN(S(=O)(=O)c2ccc(F)cc2)CC(=O)N1CCc1ccccc1
i | 0.84 | Cc1cc2ncn(C3CC(=O)N(C)C3=O)c2cc1C (stereo unspecified)
i | -0.08 | COC(=O)c1cccc(-n2nnnc2SCC(=O)Nc2nc3c(s2)CCCC3)c1
i | 1.53 | O=C(NC1CCS(=O)(=O)C1)c1cccc(Br)c1 (stereo unspecified)

KCNQ2 inh | Kir21 block | canonical_smiles
i | -1.89 | CSc1ccc(S(=O)(=O)NCCSC(C)(C)C)cc1
i | 0.08 | COc1ccc(NC(=O)c2ocnc2C)cc1OC
i | -0.04 | COC(=O)C1CCN(C(=O)/C=C/c2ccc(OC)cc2)CC1
i | 0 | O=C(/C=C/c1cccs1)NC(=S)Nc1ccccc1
i | -0.02 | COc1cc(C(=O)Oc2ccccc2/C=N/NC(=O)c2ccc(Cl)cc2Cl)cc(OC)c1OC
i | -5.04 | c1ccc(-c2noc(C3CCC3)n2)nc1
i | -7.46* | CCCCN1C(=O)C(=Nc2cccc3cnccc23)c2ccccc21
i | -0.52 | O=C(c1ccccc1)N1CCCCC(Cl)C1=O (stereo unspecified)
i | -0.12 | Cc1cc(C(=O)NCCc2ccc(S(N)(=O)=O)cc2)c(C)o1
i | -2.05 | CN1CCc2c(sc3c2C(=O)NC(c2ccccn2)N3)C1 (stereo unspecified)
i | -1.98 | COc1ccc(NC(=O)c2ccc3c(c2)N(C)CCS3)cc1
i | 0.91 | O=C(CN(C(=O)CCC(=O)Nc1ccccn1)c1cccc(F)c1)NCc1ccc(F)cc1
i | -0.5 | CCOC(=O)C1=C(CC)Nc2ccccc2N=C1NC(=O)c1cccc(S(=O)(=O)N2CCCC2)c1
i | -1.48 | COc1ccc(NC(=S)N2CCC(N(C)CC3CCCO3)CC2)cc1 (stereo unspecified)
i | -1.33 | Cc1nnc(SCCn2c(N3CCCCCC3)nc3c2c(=O)[nH]c(=O)n3C)s1

2 of the compounds above, with tabs.
Structure	KCNQ2 inh	Kir21 block
c1ccc(-c2noc(C3CCC3)n2)nc1	i	-5.04
CCCCN1C(=O)C(=Nc2cccc3cnccc23)c2ccccc21	i	-7.46*

Reformatted: four of the compounds above.
Compound	KCNQ2 inh	Kir21 block
O=C(CN(C(=O)CCC(=O)Nc1ccccn1)c1cccc(F)c1)NCc1ccc(F)cc1	i	0.91
CCOC(=O)C1=C(CC)Nc2ccccc2N=C1NC(=O)c1cccc(S(=O)(=O)N2CCCC2)c1	i	-0.5
COc1ccc(NC(=S)N2CCC(N(C)CC3CCCO3)CC2)cc1 (stereo unspecified)	i	-1.48
Cc1nnc(SCCn2c(N3CCCCCC3)nc3c2c(=O)[nH]c(=O)n3C)s1	i	-1.33

(continued)
KCNQ2 inh | Kir21 block | canonical_smiles
i | -0.14 | CC(C)(C)N(CC#CCC(O)(c1ccccc1)C1CCCC1)CCO (stereo unspecified)
i | 0.88 | Nn1c(SCC(=O)NCCCc2ccccc2)nnc1-c1cccnc1
i | 0.14 | COc1ccc(-n2nc3c(c2NC(=O)C24CC5CC(CC(C5)C2)C4)CS(=O)C3)cc1 (stereo unspecified)
i | 1.78 | CN(C)/C=N/c1ncnc2c1cnn2-c1ccc(C(F)(F)F)cn1
i | 0.63 | Cc1cccc(OCc2nc3ccccc3n2C)c1
i | 0.55 | COc1cc(/C=N/N=C2/C(=O)Nc3ccccc32)cc(OC)c1O
i | 3.13 | CCOC(=O)N1CCN(S(=O)(=O)c2ccc3[nH]c(=O)sc3c2)CC1
i | 0.89 | Cn1c(SCC(=O)N2CCOCC2)nc2sc3c(c2c1=O)CCCC3
i | -0.06 | CCOC(=O)N1CCN(C(=O)Cc2ccc(Cl)cc2)CC1
i | 1.55 | Cc1c(NC(=O)COc2cccc(Br)c2)c(=O)n(-c2ccccc2)n1C
i | 3.82 | O=C(c1cc(Br)ccc1Cl)N1CCCC1
i | 0.05 | O=[N+]([O-])c1ccc(/C=N/Nc2ccnc3cc(Cl)ccc23)o1
i | -0.04 | Cc1ccnc(NC(=O)C2CC(=O)N(Cc3ccccc3)C2)c1 (stereo unspecified)
i | -2.13 | CCc1c(C(=O)c2ccc(Cl)cc2)oc2c(C)c3oc(=O)cc(C)c3cc12
i | 1.12 | O=C(Nc1ccc2c(c1)CCC2)c1cnc(Cl)c(Cl)c1

KCNQ2 inh | Kir21 block | canonical_smiles
i | -0.32 | COc1ccc(NC(=O)CN2C(=O)c3cccc4cccc2c34)c(OC)c1
i | -0.06 | Nc1nnc(SCc2cccnc2)s1
i | -1.12 | C=CCN(CC=C)C(=O)c1cccc(S(=O)(=O)N2c3ccccc3CC2C)c1 (stereo unspecified)
i | 0 | COc1cc(/C=N/NC(=O)c2ccc(NC(=O)C3CCCCC3)cc2)ccc1O
i | 0.02 | COc1ccccc1NC(=O)c1cc(S(=O)(=O)N2CCC3(CC2)OCCO3)ccc1F
i | -1.42 | CCNc1nc(NC(C)C)nc(Oc2ccc(OCCOc3ccc(C)cc3)nn2)n1
i | -0.91 | COc1cccc(NC(=O)CN(C)C(=O)c2cccc(S(=O)(=O)N3CCN(c4ccc(F)cc4)CC3)c2)c1
i | 2.23 | Fc1ccc(-c2cc3nc(-c4ccccc4)cc(N4CCOCC4)n3n2)cc1
i | 1.03 | Cc1c(C(=O)NCc2ccc(F)cc2)c(-c2ccccc2)nn1-c1ccccc1
i | 0.41 | CCOc1ccc(N(CC(=O)NCCCOC)S(C)(=O)=O)cc1
i | 0.48 | COc1cc(/C=N/Nc2cccc(C)c2)ccc1OC(=O)c1ccco1
i | 3.01 | CC1(C)NC(=O)N(CC(O)Cn2nnc3ccccc32)C1=O (stereo unspecified)
i | -0.21 | CCn1c(CNC(=O)c2cccc(C)c2)nnc1SCC(=O)NC1=NCCS1
i | -0.26 | CCC1(C)Cc2c(sc(NC(=S)NC(=O)c3ccccc3)c2C#N)CO1 (stereo unspecified)
i | -6.46* | OC(CNCc1ccc(F)cc1)(c1ccccc1)c1ccc(F)cc1 (stereo unspecified)

KCNQ2 inh | Kir21 block | canonical_smiles
i | -0.02 | CCC1CN(C(=O)N2CCC(C(=O)NCCc3ccccc3OC)CC2)c2ccccc2O1 (stereo unspecified)
i | 2.22 | CO[C@H]1C=CO[C@@]2(C)Oc3c(C)c(O)c4c(O)c(c(C=NN5CCN(C)CC5)c(O)c4c3C2=O)NC(=O)C(C)=CC=C[C@H](C)[C@H](O)[C@@H](C)[C@@H](O)[C@@H](C)[C@H](OC(C)=O)[C@@H]1C
i | -0.76 | CCc1nn(C(C)C(=O)NCCN2CCN(c3cccc(C)c3C)CC2)c(=O)c2cc3occc3n12 (stereo unspecified)
i | -0.02 | CC1=C(C(=O)Nc2cccnc2)C(c2ccncc2)n2nnnc2N1 (stereo unspecified)
i | 0.04 | O=C(/C=C/c1cc2c(cc1Br)OCO2)NCc1ccc(F)cc1
i | -0.11 | O=C(NCCN1C(=O)S/C(=C\c2ccc(OC(F)F)cc2)C1=O)c1cnccn1
i | 0.42 | S=C(NCCc1ccccc1)NCCN1CCOCC1
i | -1.32 | NS(=O)(=O)c1ccc(CNC(=O)C2(c3ccc(Cl)cc3)CC2)cc1
i | -1.6 | CCN(c1ccccc1)S(=O)(=O)c1ccc2[nH]c(=O)[nH]c2c1
i | -1.9 | CCOc1ncccc1C(=O)OCC(=O)Nc1nnc(-c2ccccc2)o1
i | 0.1 | Cn1c(=O)[nH]c(=O)c2c1nc(N(CCO)Cc1ccccc1)n2CCCc1ccccc1
i | -1.25 | N#CCC1c2ccccc2CCN1C(=O)Nc1cccc(Cl)c1 (stereo unspecified)
i | -0.14 | CCOc1ccc(NS(=O)(=O)c2ccc(-c3ccc(=O)[nH]n3)o2)cc1
i | -1 | O=C(COc1ccccc1F)Nc1ccc2[nH]c(=O)[nH]c2c1
i | -1.55 | CCCNC(=O)COC(=O)C1CCN(S(=O)(=O)c2ccc3c(c2)OCCO3)CC1

KCNQ2 inh | Kir21 block | canonical_smiles
i | 0.77 | c1ccc(CN2CN=C(Nc3nc4ccccc4s3)NC2)cc1
i | 0.94 | O=C(NCc1ccccn1)c1ccc(CNS(=O)(=O)c2ccc(F)cc2)cc1
i | -1.43 | COc1ccc(S(=O)(=O)N2CCN(C)CC2)c2ccccc12
i | 0.21 | O=C(O)CC(C(=O)Nc1ccc(Cl)cc1Cl)C1CCCO1 (stereo unspecified)
i | 0.65 | NCCCC[C@@H]1NC(=O)c2cc([N+](=O)[O-])cc(I)c2SC[C@@H](C(N)=O)NC(=O)[C@H](CCC(N)=O)NC1=O
i | -0.27 | c1ccc(C[n+]2ccc3ccccc3c2)cc1
i | -1.01 | O=C1CN(S(=O)(=O)c2cc(C(=O)O)ccc2Cl)c2ccccc2N1
i | -0.05 | O=C(NCc1ccccc1)Nc1cccn(Cc2c(F)cccc2Cl)c1=O
i | 0.09 | CC(C)(C)OC(=O)N1CCN(C(=O)Nc2ccc3c(c2)OCCO3)CC1
i | -0.03 | Cn1ncc(Br)c1C(=O)Nc1ccc(F)cc1F
i | 0.1 | COc1ccc(Cl)cc1N(CC(=O)Nc1ccccc1SC)S(C)(=O)=O
i | 0.98 | CCc1ccc(C(=O)CSc2n[nH]c(-c3ccncc3)n2)cc1
i | 0.03 | O=C(Nc1ccc(-c2nc3ccccc3[nH]2)cc1)c1cccc(N2C(=O)CCC2=O)c1
i | 0.51 | CC1CC1C(=O)Nc1ccc(-c2ccccc2)cc1 (stereo unspecified)
i | 0.01 | Cc1cc(=O)[nH]c(NCc2ccccc2)n1

KCNQ2 inh | Kir21 block | canonical_smiles
i | -1 | O=S(=O)(Nc1nc2ccccc2nc1Cl)c1ccc(Br)cc1
i | 2.53 | O=C(NCc1ccc(F)cc1)C1CCC(CNS(=O)(=O)c2ccccc2)CC1 (stereo unspecified)
i | -1.76 | Cn1cc(S(=O)(=O)N2CCCC2)cc1C(=O)NCc1ccccc1
i | 1.09 | CCCc1cc(-c2ccc3c(c2)COc2c4ccccc4nn2-3)on1
i | 0.48 | O=C(Oc1ccccc1)n1c(=S)oc2ccccc21
i | 0.59 | CCn1cc(-c2cc(C(=O)O)c3ccccc3n2)c(C)n1
i | 0.59 | Cc1cc(C(=O)NC2CC(C)(C)Cc3c2cnn3-c2cccc(F)c2)nn1C (stereo unspecified)
i | 0.93 | CSc1nc2ccccc2n1C(=O)NC1CCCCC1
i | 1.54 | NC(=O)[C@@H]1CC2(CC(c3cccc(NC(=O)[C@@H]4CCC(=O)N4)c3)=NO2)CN1C(=O)Cc1ccc([N+](=O)[O-])cc1 (stereo partly specified)
i | -1.8 | O=C(Nc1ccc2c(c1)OCCO2)N1CCOCC1
i | 0.25 | COC(=O)c1ccccc1NC(=O)CSc1nnc(-c2ccc(OC)cc2)n1C
i | 0.02 | O=C1C2C3C=CC(C4CC34)C2C(=O)N1/N=C/c1c[nH]c2ccccc12 (stereo unspecified)
i | -2.15 | CC(C)CNC(=O)C1c2ccccc2Oc2ccccc21
